# Assay outcomes from PubChem.
# MrgX1 ag: agonists of human MrgX1 receptor. B-score at 10 µM. MrgX1-HEK293 cells, Fluo-4 calcium fluorescence, agonist mode; active compounds read high. Q96LB2. hit rate 0.44% among 310,000;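 active = calcium response B-score plate-corrected fluorescence ratio at least 3 library SD, with starting fluorescence B-score inside 5 SD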
#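 System – MrgX1-expressing HEK293 cells · Incubation – cells plated overnight, dye loaded 0.5 h 37 °C, 0.5 h room temperature · Technique – kinetic Fluo-4 NW fluorescence of intracellular calcium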
# KCNK9 inh: blocks the human KCNK9 two-pore domain potassium channel; Q9NPC2; HEK293 KCNK9, FluxOR thallium flux fluorescence; active compounds read low; B-score at 10 µM; hit rate 1.2% among 310,000;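 active = ratio B-score over 3 SD below the library mean, with starting fluorescence within 5 SD of its mean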;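 note: negative B-score means less thallium flux so channel inhibition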
# ANO1 activ: mouse TMEM16A channel activation, primary screen | B-score at 10 µM | HEK293 TMEM16A/YFP-H148Q/I152L, iodide quench fluorescence; active compounds read low | hit rate 0.3% among 340,000 | AID 623877;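 active = fluorescence-ratio B-score plate-corrected deviation score at least 3 library SD below zero, with starting fluorescence score within 5 deviations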;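 note: channel opened by trigger with iodide after compound preincubation; score built on the fluorescence ratio of max minus min over baseline; more negative score means more quench and so TMEM16A activation or potentiation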
# Target sequence (Q8BHY3 whole entry, looked up): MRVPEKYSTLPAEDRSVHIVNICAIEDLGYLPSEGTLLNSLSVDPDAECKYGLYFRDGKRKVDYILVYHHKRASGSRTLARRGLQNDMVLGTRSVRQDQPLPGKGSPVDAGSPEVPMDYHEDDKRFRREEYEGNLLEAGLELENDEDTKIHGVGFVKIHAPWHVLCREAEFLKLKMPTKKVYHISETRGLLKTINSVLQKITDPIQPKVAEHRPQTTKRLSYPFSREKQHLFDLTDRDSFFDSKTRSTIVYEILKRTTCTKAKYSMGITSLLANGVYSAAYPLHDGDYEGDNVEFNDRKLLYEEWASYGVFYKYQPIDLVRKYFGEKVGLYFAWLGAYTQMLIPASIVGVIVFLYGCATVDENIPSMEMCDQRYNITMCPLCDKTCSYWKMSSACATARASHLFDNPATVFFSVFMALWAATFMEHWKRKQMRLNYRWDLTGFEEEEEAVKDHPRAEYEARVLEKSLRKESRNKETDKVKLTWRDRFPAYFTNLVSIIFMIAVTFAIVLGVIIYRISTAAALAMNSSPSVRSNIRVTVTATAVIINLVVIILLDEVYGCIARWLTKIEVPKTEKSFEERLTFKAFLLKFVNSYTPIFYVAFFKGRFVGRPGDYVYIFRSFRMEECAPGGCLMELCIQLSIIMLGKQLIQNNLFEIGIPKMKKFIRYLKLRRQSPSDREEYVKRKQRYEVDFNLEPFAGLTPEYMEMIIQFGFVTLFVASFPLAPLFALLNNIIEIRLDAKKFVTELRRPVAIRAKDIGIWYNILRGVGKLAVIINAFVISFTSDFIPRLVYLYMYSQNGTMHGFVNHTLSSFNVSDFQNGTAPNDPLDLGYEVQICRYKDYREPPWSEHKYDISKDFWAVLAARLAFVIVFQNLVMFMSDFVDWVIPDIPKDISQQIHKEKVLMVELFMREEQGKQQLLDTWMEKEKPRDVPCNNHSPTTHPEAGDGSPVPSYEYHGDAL
# RGS4 act: potentiators or activators of RGS4 | HEK293 M3R/inducible RGS4, carbachol calcium flux Fluo4; active compounds read low | B-score at 10 µM | hit rate 0.92% among 310,000 | AID 463111;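 active = B-score of the integrated calcium signal more than 4 SD below the library mean, with starting fluorescence not abnormally high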;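 note: negative B-score means reduced calcium response which marks RGS4 activation or potentiation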
#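 Assay system: Inducible-RGS4 HEK293 cells carrying M3 receptor | Schedule: Compound preincubation 20 min at room temperature before agonist | Signal: Kinetic calcium fluorescence imaging with Fluo4-AM dye, 2 µM | Read-out basis: B score from integrated fluorescence ratio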
# KCNK3 block: human KCNK3 channel inhibition, primary screen. AID 602410. CHO-KCNK3 thallium flux, FluxOR fluorescence; active compounds read low. hit rate 0.84% among 340,000. B-score at 10 µM;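 active = B-score under library mean minus 4 SD, starting fluorescence ratio at most library mean plus 5 SD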;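 note: more negative B-score means stronger inhibition of thallium flux through KCNK3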
# ANO1 block: inhibitors of mouse TMEM16A calcium-activated chloride channel. HEK293 TMEM16A/YFP iodide influx fluorescence, ionomycin. normalized B-score (activity score, 25-100; higher = stronger inhibition) at 10 µM. Q8BHY3. hit rate 1.2% among 310,000. AID 588511;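 active = ratio plate-corrected score three or more library SD toward inhibition, starting fluorescence score within five deviations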;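 note: score derived from kinetic fluorescence span divided by baseline fluorescence per well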
# KCNQ1 pot: potentiators or activators of human KCNQ1 potassium channel | P51787 | CHO-K1 KCNQ1, thallium flux FluxOR fluorescence; active compounds read high | B-score at 10 µM | hit rate 0.35% among 310,000 | AID 2648;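 active = fluorescence ratio B-score, a plate-corrected score, at least three library SD, with initial intensity B-score within 5 SD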
#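 Doses: Single concentration per compound, DMSO matched to controls | Test system: KCNQ1-transfected CHO-K1 cells | Timing: 90 min dye loading and 20 min compound exposure, both at room temperature | Measured by: Kinetic FluxOR thallium fluorescence, 10-s 1-Hz baseline, 110-s post-stimulus read | Medium: Assay buffer with matched DMSO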
# hERG protect: shields human hERG channel from block by proarrhythmic agents. CHO-hERG, FluxOR thallium flux, dofetilide IC70 present. activation (rescue from dofetilide block), less the hit threshold, % at 10 µM. hit rate 0.51% among 310,000;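 active = activation above the mean of controls blocked by dofetilide plus 5 SD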;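 note: thallium influx through hERG after potassium depolarization seen as dye fluorescence rise; in these data hits start at about 4.7%; inactives centre near -7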
# RGS4 block: human RGS4 inhibition; P49798; HEK293 M3R/RGS4 inducible, Fluo-4 calcium flux; active compounds read high; triggered by carbachol at its EC20; B-score at 10 µM; hit rate 0.45% among 310,000; AID 463165;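 active = B-score, a plate-corrected calcium signal, over three deviations above library mean, with baseline fluorescence within five deviations of library mean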;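 note: RGS4 expression induced by doxycycline in cells with stable M3 receptor; B-score is computed from the integrated fluorescence ratio over baseline after carbachol; higher B-score means a larger calcium signal and so more RGS4 inhibition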
# KCNQ1 inh: inhibitors of human KCNQ1 potassium channel; P51787; CHO-K1 KCNQ1, FluxOR thallium flux fluorescence; active compounds read high; B-score at 10 µM; hit rate 1.3% among 310,000;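 active = compounds whose thallium flux B-score, printed positive for inhibition, exceeds three library SD while starting fluorescence stays within three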;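 note: channel opened by potassium depolarization with thallium stimulus after 20 min compound exposure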
# MrgX1 allo act: allosterically activates human MrgX1 receptor signaling | B-score at 10 µM | hit rate 0.63% among 310,000 | Q96LB2 | AID 588675 | MrgX1-HEK293, Fluo-4 calcium flux, FDSS; active compounds read high;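 active = plate-corrected calcium response at least 3 library SD above typical, normal starting fluorescence, not activating the receptor alone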;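 note: compound read alongside a low EC10 to EC30 dose of BAM8-22 agonist; peak minus trough fluorescence over baseline measured at the second addition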
# * marks the source's active call; other numbers are inactive results; i = inactive; · = no result given.
SMILES,MrgX1 ag,KCNK9 inh,ANO1 activ,RGS4 act,KCNK3 block,ANO1 block,KCNQ1 pot,hERG protect,RGS4 block,KCNQ1 inh,MrgX1 allo act
CN(Cc1ccccc1)C(=O)COc1ccccc1,i,i,i,i,i,i,i,-8,i,i,i
COc1cc(OC)cc(C(=O)N[C@H](C(=O)OCC(=O)Nc2ccc(C(N)=O)cc2)C(C)C)c1,i,i,i,i,i,i,i,-5,i,i,i
CN(NC(=O)c1ccccc1F)c1ncccc1[N+](=O)[O-],i,i,i,i,i,i,i,-5,i,i,i
CCC1CCc2c(sc(NC(=O)C3c4ccccc4Oc4ccccc43)c2C(N)=O)C1 (centres undefined),i,i,i,i,i,i,i,-9,i,i,i
O=C(NCCCN1CCOCC1)c1cc(-c2ccc(Cl)s2)nc2ccccc12,i,i,i,i,i,i,i,-11,i,i,i
COc1ccc(NC(=O)Nc2ccc(C)cc2OC(F)F)cc1OC,i,i,i,i,i,i,i,-14,i,i,i
COc1cccc(N2CCN(Cc3ccsc3)CC2)c1,i,i,i,i,i,i,i,-11,i,i,i
CC(Cc1ccccn1)NC(=O)c1ccc(OC2CCN(CCc3ccccc3)CC2)cc1 (centres undefined),·,i,i,i,i,·,i,-9,i,i,·
CCOC(=O)c1c(C)oc2ccc(OCC(=O)C(C)(C)C)cc12,i,i,i,i,i,i,i,-10,i,i,i
Cc1cc(C(=O)OCC(=O)NCc2ccccc2)c(C)o1,i,i,i,i,i,i,i,-23,i,i,i
CCOC(=O)CC1=C(C(=O)OCC)C(c2ccc(OC)c(OC)c2)C(C#N)=C(N)O1 (centres undefined),i,i,i,i,i,i,i,-16,i,i,i
Cc1ccc(NC(=O)c2sc3ncn(CC(=O)N4CCN(c5ccccn5)CC4)c(=O)c3c2C)cc1Cl,i,i,i,i,i,i,i,-4,i,i,i
CCC(C(=O)OCC(=O)Nc1ccc(SC(F)F)cc1)c1ccccc1 (centres undefined),·,i,i,i,i,·,i,-12,i,i,·
CCOc1ccc(CNC(=S)N/N=C/c2ccncc2)cc1,i,i,i,i,i,i,i,-2,i,i,i
CCCCn1c(N)c(N(CCOC)C(=O)c2cnc(C)cn2)c(=O)[nH]c1=O,i,i,i,i,i,i,i,-4,i,i,i
CC(CCc1ccccc1)NC(=O)Cc1ccccc1 (centres undefined),i,i,i,i,i,i,i,-8,i,i,i
O=C(Nc1ccc(N2CCOCC2)cc1N1CCOCC1)c1ccc(Br)cc1,i,i,i,i,i,i,i,-7,i,i,i
Nc1cc(C(=O)c2cccs2)ccc1Cl,i,-6.8*,i,i,i,i,i,-4,i,i,i
COc1ccc(-c2cc(CNC(=O)CN(C)Cc3ccccc3)on2)cc1,i,i,i,i,i,i,i,-7,i,i,i
Cc1noc(C)c1COc1ccccc1C(=O)N(C)CC(=O)Nc1ccc(Cl)c(Cl)c1,i,i,i,i,i,i,i,-8,i,i,i
O=C1N=NC(=O)N1c1ccccc1,i,i,i,i,i,i,i,-8,i,i,i
CC(C)Oc1ccc(C(=O)Nc2c3c(nn2C(C)(C)C)CS(=O)(=O)C3)cc1,i,i,i,i,i,i,i,-6,i,i,i
COC(=O)CN(C#N)c1nc(NC(C)C)nc(OC)n1,i,i,i,i,i,i,i,2,i,i,i
N#Cc1nc(-c2cccs2)oc1NCCN1CCOCC1,i,i,i,i,i,i,i,-8,i,i,i
CC1(C)CC(N=c2cc(-c3ccccc3)oc3ccc(Cl)cc23)CC(C)(C)N1,·,i,i,i,i,·,i,-20,i,i,·
Cc1nn(C(C)C(=O)NC2CCCCCC2)c(=O)c2nn(-c3ccccc3)c(C)c12 (centres undefined),i,i,i,i,i,i,i,-4,i,i,i
CCCOC(=O)Nc1nc2ccccc2o1,i,i,i,i,i,i,i,-9,i,i,i
Cc1ccccc1NC(=O)NCc1cccnc1,i,i,i,i,i,i,i,-16,i,i,i
COc1ccc(C(CCN(Cc2ccc(OC)c(OC)c2)C(C)=O)C(C)C)cc1 (centres undefined),i,i,i,i,i,i,i,-9,i,i,i
CC(C)C1Oc2ccccc2N(CC(=O)N(Cc2ccncc2)Cc2ccco2)C1=O (centres undefined),i,i,i,i,i,i,i,-16,i,i,i
CCOc1ccc(CCNC(=O)CN2CCN(Cc3ccc(F)cc3)C2=O)cc1OCC,i,i,i,i,i,i,i,-8,i,i,i
Cc1cc(S(=O)(=O)NCc2ccc3c(c2)OCO3)ccc1F,i,i,i,i,i,i,i,-2,i,i,i
COc1ccc(-c2cc(=O)oc3cc(OCC(=O)NCCN4CCOCC4)ccc23)cc1,i,i,i,i,i,i,i,-8,i,i,i
CC(C)Cc1cc(C(=O)N2CCCC(C(=O)c3cc(F)ccc3F)C2)no1 (centres undefined),i,i,i,i,i,i,i,-5,i,i,i
O=c1oc2ccccc2c(NC2CCCCC2)c1NS(=O)(=O)c1ccc(Cl)cc1,i,i,i,i,i,i,i,-3,i,i,i
S=c1[nH]nc(CSCc2ccccc2Cl)n1C1CCCCC1,·,i,i,i,i,·,i,-3,i,i,·
Cc1ccc(NC(=O)C2CCCN2S(=O)(=O)c2ccc3c(c2)n(C)c(=O)c(=O)n3C)cc1 (centres undefined),i,i,i,i,i,i,i,-9,i,i,i
CC1CCCC(NC(=O)COC(=O)c2c[nH]c(=O)[nH]c2=O)C1C (centres undefined),i,·,i,·,i,i,·,·,·,·,i
CC(C)(C)NC(=O)NCC1CCCC1NC(=O)NC(C)(C)C (centres undefined),i,i,i,i,i,i,i,-5,i,i,i
CCOC(=O)c1c(NC(=O)c2ccc(S(=O)(=O)N3CCOCC3)cc2)sc2c1CCN(C)C2,i,i,i,i,i,i,i,-11,i,i,i
O=C1c2cccc3cccc(c23)C(=O)N1/N=C/c1ccc(O)cc1O,i,i,i,i,i,i,i,1,i,i,i
COc1ccc(CCNC(=O)C(=O)NCC2CCCN2S(=O)(=O)c2cccs2)cc1 (centres undefined),i,i,i,i,i,i,i,-15,i,i,i
COc1cccc(NC(=O)CCN2CCOCC2)c1,i,i,i,i,i,i,i,-2,i,i,i
COc1ccccc1NC(=O)Cn1cnc2sc(C)c(S(=O)(=O)N3CCCCC3)c2c1=O,i,i,i,i,i,i,i,-14,i,i,i
COc1ccc(S(=O)(=O)N2CCCCCC2)cc1C(=O)N1CCCC(C(F)(F)F)C1 (centres undefined),i,i,i,i,i,i,i,-9,i,i,i
COC(=O)Cn1c(=O)c(C)nc2ccccc21,i,i,i,i,i,i,i,-6,i,i,i
O=C(NCc1cccc(F)c1)c1cccc(OC2CCN(C(=O)C3CC3)CC2)c1,i,i,i,i,i,i,i,-10,i,i,i
C=CCNC(=O)c1cc(-c2ccc(Br)cc2)on1,i,i,i,i,i,i,i,-5,i,i,i
CCOC(=O)C1(Cc2cccc(OC)c2)CCCN(S(=O)(=O)N(C)C)C1 (centres undefined),i,i,i,i,i,i,i,-4,i,i,i
COc1ccc(OCc2cc(C(=O)N3CCCC3)no2)c2ccccc12,i,i,i,-7*,i,i,i,-8,i,i,i
# (cont.)
SMILES,MrgX1 ag,KCNK9 inh,ANO1 activ,RGS4 act,KCNK3 block,ANO1 block,KCNQ1 pot,hERG protect,RGS4 block,KCNQ1 inh,MrgX1 allo act
CCOc1ccc(N(CC(=O)Nc2ccccc2OC)S(C)(=O)=O)cc1,i,i,i,i,i,i,i,-5,i,i,i
Cc1nn(CCCC(=O)Nc2c(F)cc(F)cc2Br)c(C)c1[N+](=O)[O-],i,i,i,i,i,i,i,-15,i,i,i
N#Cc1ccc(COC(=O)CSc2nnc(N)s2)cc1,i,i,i,i,i,i,i,-12,i,i,i
O=C(NC1CCc2ccccc21)c1cc(COc2cncc(Cl)c2)on1 (centres undefined),i,i,i,i,i,i,i,-11,i,i,i
CCSc1ccc(-c2ccco2)nn1,i,i,i,i,i,i,i,-1,i,i,i
CCc1c(C#N)c(SCc2c(C)noc2C)nc2c1C(=O)CC(C)(C)C2,i,i,i,i,i,i,i,-18,i,i,i
COc1ccc(CC(=O)NCCS(=O)(=O)N2CCN(c3ccc(F)cc3)CC2)cc1OC,i,i,i,i,i,i,i,-12,i,i,i
COc1ccc(C(=O)NCCS(=O)(=O)N2CCCCCC2)cc1,i,i,i,i,i,i,i,-5,i,i,i
Cc1ccc(S(=O)(=O)NC2=NCCC2)cc1,i,i,i,i,i,i,i,-5,i,i,i
COc1cc(N)ccc1NC(=O)c1cc2ccccc2o1,i,i,i,i,i,i,i,-6,i,i,i

# Reprinted at random: four compounds from above, in no set order.
SMILES,MrgX1 ag,KCNK9 inh,ANO1 activ,RGS4 act,KCNK3 block,ANO1 block,KCNQ1 pot,hERG protect,RGS4 block,KCNQ1 inh,MrgX1 allo act
Cc1nn(CCCC(=O)Nc2c(F)cc(F)cc2Br)c(C)c1[N+](=O)[O-],i,i,i,i,i,i,i,-15,i,i,i
CCSc1ccc(-c2ccco2)nn1,i,i,i,i,i,i,i,-1,i,i,i
CCc1c(C#N)c(SCc2c(C)noc2C)nc2c1C(=O)CC(C)(C)C2,i,i,i,i,i,i,i,-18,i,i,i
CCOc1ccc(N(CC(=O)Nc2ccccc2OC)S(C)(=O)=O)cc1,i,i,i,i,i,i,i,-5,i,i,i

# (next part)
SMILES,MrgX1 ag,KCNK9 inh,ANO1 activ,RGS4 act,KCNK3 block,ANO1 block,KCNQ1 pot,hERG protect,RGS4 block,KCNQ1 inh,MrgX1 allo act
Fc1ccccc1/C=N/NC(=S)Nc1ccc(Cl)cc1Cl,i,i,i,i,i,i,i,-5,i,i,i
Cc1cc(N2CCOCC2)nc2ccc(NC(=S)N3CCN(c4ccccc4)CC3)cc12,i,i,i,i,i,i,i,-8,i,i,i
Cc1ccc(N2C(=O)Cc3ccccc3C2=O)cc1,i,i,i,i,i,i,i,-7,i,i,i
CN(C)CCNc1nc(S(=O)(=O)c2ccccc2)c(Cl)s1,i,i,i,i,i,i,i,-13,i,i,i
COc1ccc(C)cc1N(C(=O)c1snc(C(N)=O)c1N)C(C(=O)NC1CCCCC1)c1ccc(C)o1 (centres undefined),·,i,i,i,i,·,i,-7,i,i,·
Cc1ccc(-c2nnn(CC(=O)N(CC(=O)NC3CCCCC3)c3cnc4ccccc4c3)n2)o1,i,i,i,i,i,i,i,-13,i,i,i
CCn1nc(C)cc1C(=O)N1CCCC(Nc2ccc(F)c(F)c2)C1 (centres undefined),i,i,i,i,i,i,i,-6,i,i,i
